# CHT block = inhibitors of human choline transporter CHT | High affinity choline transporter 1 (Homo sapiens), Q9GZV3 | CHT-expressing cells, membrane potential dye, choline response; stronger effect = lower value | B-score at 10 µM | 310,000 tested, 0.86% active;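 active = B-score over 3 SD under the library average, and starting fluorescence ratio not unusually high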;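 also: choline stimulus applied at its EC90 after an EC20 pre-addition; B-score computed on integrated fluorescence ratio after choline addition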
# Target sequence (Q9GZV3 whole entry, looked up): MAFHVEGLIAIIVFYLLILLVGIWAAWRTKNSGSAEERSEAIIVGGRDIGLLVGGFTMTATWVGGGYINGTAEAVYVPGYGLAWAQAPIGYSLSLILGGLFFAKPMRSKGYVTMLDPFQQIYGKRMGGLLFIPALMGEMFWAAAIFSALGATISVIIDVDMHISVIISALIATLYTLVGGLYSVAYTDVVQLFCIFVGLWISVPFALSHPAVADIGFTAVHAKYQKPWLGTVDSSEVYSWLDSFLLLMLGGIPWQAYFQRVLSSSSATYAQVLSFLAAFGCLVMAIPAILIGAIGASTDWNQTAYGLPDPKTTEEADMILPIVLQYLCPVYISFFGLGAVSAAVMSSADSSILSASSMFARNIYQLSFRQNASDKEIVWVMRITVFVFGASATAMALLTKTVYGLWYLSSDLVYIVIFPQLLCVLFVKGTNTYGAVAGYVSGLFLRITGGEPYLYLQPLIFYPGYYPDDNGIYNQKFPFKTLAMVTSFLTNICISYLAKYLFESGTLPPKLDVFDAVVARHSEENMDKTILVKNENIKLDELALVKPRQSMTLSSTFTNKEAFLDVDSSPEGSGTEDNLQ
# CHT PAM = CHT positive allosteric modulators, primary screen, cell-based, membrane potential dye, choline EC20 | CHT-expressing cells; stronger effect = higher value; LV-AA mutant CHT in HEK293 cells | B-score at 10 µM | 310,000 tested, 0.49% active | AID 488977, 2010;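 active = initial fluorescence not abnormally high and integrated response B-score, plate-corrected, over 3 SD above library mean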
# Active calls of the source: *; i = inactive.
SMILES,CHT PAM,CHT block
COc1cccc(CN2CC(C(=O)NC3CCC(O)CC3)CCC2=O)c1 (stereo not given),i,i
O=C(O)C1CC1C(=O)Nc1cc(F)ccc1F (stereo not given),i,i
COc1cc2c(cc1OC)C(CC(=O)O)N(C(=O)CC1CCCC1)CC2 (stereo not given),i,i
CCOC(=O)c1c(C)n(C)c2ccc(O)c(CN3CCC(C)CC3)c12,i,-14*
CC1CCN(S(=O)(=O)c2ccc(C(=O)NCc3ccc4c(c3)OCO4)cc2)CC1,i,i
Cn1cc([N+](=O)[O-])c(C(=O)Nc2nc(-c3ccc(Cl)cc3)cs2)n1,i,i
Fc1ccc(CCNC(=S)Nc2ccc(F)c(Cl)c2)cc1,i,i
COn1c(C)c(C(C)=O)c2c3no[n+]([O-])c3ccc21,i,i
CCNC(=S)Nc1ccccc1-c1ccccc1,i,i
CCOC(=O)c1cnc(COc2ccccc2Cl)[nH]c1=O,i,i
O=C(O)CCCn1cc(NC(=O)c2cccc(F)c2)cn1,i,i
CC(C)CNC(=O)CSc1nnc(-c2ccccn2)n1Cc1ccccc1,i,i
COc1cc(NC(=O)c2ccc(Br)cc2)c(OC)cc1NC(=O)c1ccccc1,i,i
COc1ccc(-n2c(Cn3nnc4ccccc43)n[nH]c2=S)cc1,i,i
NC(=O)C1(N2CCCCC2)CCN(C(=O)CSc2nc(C(F)(F)F)cc(=O)[nH]2)CC1,i,i
CCOC(=O)CNC(=O)/C(=C\c1ccc(F)cc1)NC(=O)c1ccccc1,i,i
O=C(NCc1csc(-c2cccs2)n1)c1ccccc1,i,i
CN(C)C(=O)CSc1nnc(Cc2ccc3c(c2)OCO3)o1,i,i
Brc1ccc(/C=C/C=N/Nc2nc3ccccc3s2)cc1,i,i
O=C(CCCCCNS(=O)(=O)c1ccc(Br)cc1)NCCN1CCOCC1,i,i
CC(=O)c1cccc(NC(=O)COC(=O)CCc2ccc(S(=O)(=O)N3CCOCC3)cc2)c1,i,i
CCC(C)C(=O)Nc1cc(C(=O)OC)cc(C(=O)OC)c1 (stereo not given),i,i
Cc1nc(NC(CC(C)C)C(=O)O)c2nc(C)oc2n1 (stereo not given),i,i
COc1cccc(Oc2ccc(N)cn2)c1,i,i
CC(Nc1nc(Nc2ccc(F)cc2)nc(SCC(N)=O)n1)c1ccccc1 (stereo not given),i,i
Cc1ccc(CNC(=O)c2cn(C3CCCCC3)c(=O)c3c2c2ccccc2n3C)o1,i,i
CCn1c(SCC(=O)c2c(N)n(C)c(=O)n(C)c2=O)nnc1-c1ccccc1,i,i
CC1CN(S(=O)(=O)c2ccc(C(=O)Nc3ccc(S(=O)(=O)Nc4ncccn4)cc3)cc2)CC(C)O1 (stereo not given),i,i
N#Cc1cc(Cl)c(N2CCOCC2)cc1C#N,i,i
Cc1cc(OCC(=O)NCCCN2CCCC2=O)c2c(C)c(C)c(=O)oc2c1,i,i
CC(C)(CO)Nc1ccc([N+](=O)[O-])cc1[N+](=O)[O-],i,i
C/C(=N\NS(=O)(=O)c1ccc(C)cc1)c1ccc(Br)s1,i,i
CCCc1ccc(-c2c(C)sc(NC(=O)c3ccnn3C)c2C#N)cc1,i,i
O=C1CSC(c2ccccn2)N1Cc1cn2ccccc2n1 (stereo not given),i,i
Cn1c(=O)n(Cc2ccccc2F)c2ccccc21,i,i
CCN(CC)CCCNC(=O)CSc1c2c(nc3cc(Cl)ccc13)CCCC2,i,i
COc1ccccc1NC(=O)C1CCCN(c2nc(C)cc(C)n2)C1 (stereo not given),i,-5.7*
Cc1ccc(C(=O)Nc2cccc(C(=O)N3CCOCC3)c2)cc1,i,i
CCS(=O)(=O)n1nc(-c2ccc(Cl)cc2)nc1N,i,i
CCCNCC(O)Cn1c2ccccc2n2c(=O)cc(C)c(C#N)c12 (stereo not given),i,i
COc1ccc(CNC(=O)c2cccnc2Sc2ccc(C)c(C)c2)cc1,i,i
O=C(O)C1CC=CCC1C(=O)NNc1ccccc1 (stereo not given),i,i
CCN(CC(=O)Nc1ccccc1OC)C(=O)COc1ccc2ccccc2c1,i,i
COc1ccc(Cl)cc1NC(=O)COc1cccc(-n2cnnn2)c1,i,i
COc1cccc(CN(C)CC(=O)NCc2ccc(F)cc2)c1OC,i,i
Cc1ccc(OC(=O)Nc2ccccc2)cc1,i,i
CC(=O)Nc1nc(C)c(-c2csc(Nc3ccc(O)cc3)n2)s1,i,i
O=C(Nc1ccccc1F)Nc1cccnc1Cl,i,i

# A different layout for some results above:
# The line under a structure holds: CHT PAM	CHT block
> COc1ccc(Cl)cc1NC(=O)COc1cccc(-n2cnnn2)c1
→ i	i
> COc1cccc(CN(C)CC(=O)NCc2ccc(F)cc2)c1OC
→ i	i

# (continued)
SMILES,CHT PAM,CHT block
Cc1ccc(S(=O)(=O)NC(CC(C)C)C(=O)N2CC(C)OC(C)C2)cc1 (stereo not given),i,i
COc1ccc2c(C)cc(SCC#N)nc2c1,i,i
Cc1ccc(S(=O)(=O)N(Cc2ccccc2)c2ccccn2)cc1[N+](=O)[O-],i,i
CCOC(=O)C1=NNC2(c3ccc(Cl)cc3)C(=O)N(c3ccc(C)cc3)C(=O)C12 (stereo not given),i,i
COc1cc(CCC(=O)OCC(=O)NCc2ccc(Cl)cc2)cc(OC)c1OC,i,-6.5*
COC(=O)CN(c1ccc2c(c1)OCO2)S(C)(=O)=O,i,i
Cc1cccc(N(C(=O)c2csnn2)C(C(=O)NC2CCCC2)c2ccncc2)c1 (stereo not given),i,i
O=[N+]([O-])c1ccc(CN2CCN(c3nc4ccccc4s3)CC2)cc1,i,i
Cc1c(NC(=O)c2c(NC(=O)CNC3CC3)sc3c2CCCC3)c(=O)n(-c2ccccc2)n1C,i,i
COc1cccc(COCC(O)CN2CCC(C(N)=O)CC2)c1 (stereo not given),i,i
O=C(NCCCN1CCCC1)C1CCC(=O)N1C1CCCCC1 (stereo not given),i,i
COc1ccccc1NC(=O)CN1C(=O)COc2ccc(C)cc21,i,i
COc1ccc(C2NS(=O)(=O)N=C2N)cc1 (stereo not given),i,i
O=C(CSc1nc2[nH]ncc2c(=O)[nH]1)Nc1ccc(Cl)c(Cl)c1,i,i
Cc1c(CCO)c(=O)oc2n[nH]c(-c3ccccc3)c12,i,i
COc1ccc(S(=O)(=O)Nc2cc3c4c(oc3c3ccccc23)CCCC4=O)cc1,i,i
Cc1ccc(C(=O)OCC(=O)NCC(F)(F)F)cc1C,i,i
Cn1c(SCC(=O)c2ccc(O)c(O)c2)nnc1-c1cccs1,i,i
Cc1cccc(N2C(=O)CC(Cn3nc(C)cc3C)C2=O)c1 (stereo not given),i,i
Cc1ccccc1NC(=O)CNc1ccc(Cl)c(C(F)(F)F)c1,i,i
C/C(=N/NC(=O)CNC(=O)C1COc2ccccc2O1)c1ccc([N+](=O)[O-])cc1 (stereo not given),i,i
Cc1cccc(C(=O)c2ccccc2C(=O)O)c1,i,i
Cc1ccc(C(=O)NNC(=O)C(C)Sc2nc(N)cc(N)n2)cc1 (stereo not given),i,i
O=C(c1ccc(S(=O)(=O)NCc2ccco2)cc1)N1CCCC1,i,i
COc1cccc(Cn2nnc3c(=O)[nH]c(C4CCCN(C(=O)c5ccccc5Cl)C4)nc32)c1 (stereo not given),i,i
O=C(NCc1ccccn1)c1cc(-c2ccccc2)on1,i,i
Cc1ccccc1NC(=S)N(Cc1cccs1)C1CCCC1,i,i
Cc1nc(-c2ccc(-c3ccon3)s2)no1,i,i
COc1ccc(CNC(=O)CN(Cc2ccccc2OC)C(=O)c2csnn2)cc1,i,i
CC(C)Cc1nc(SCC(=O)Nc2nnc(CC(C)C)s2)n[nH]1,i,i
O=C(Nc1ccc(F)cc1)Oc1ccc[nH]c1=O,i,i
c1cnc(-c2noc(CN3CCN(C4CCCC4)CC3)n2)cn1,i,i
NC(=O)CNC1CC(=O)N(CCc2ccccc2)C1=O (stereo not given),i,i
CCC(Sc1nc2ncnc(N)c2[nH]1)C(=O)O (stereo not given),i,i
O=C(NC(=S)NCc1ccccc1)c1ccccc1Br,i,i
Cc1ccc(-n2nnnc2SCC(=O)Nc2cc(C)on2)c(C)c1,i,i
COc1ccc(OC)c(NC(=O)CSc2nc(C)cs2)c1,i,i
Cc1ccc(S(=O)(=O)Nc2ccc(C(=O)NCc3ccccn3)cc2)cc1,i,i
O=C(c1cnc2nc3ccccc3n2c1)c1cc(F)ccc1O,i,i
CCOC(=O)C[C@H]1c2ccc(C(F)(F)F)cc2S(=O)(=O)N1C(C)C,i,i
O=C(Nc1cccc(Cl)c1N1CCCC1)c1cc2ccccc2o1,i,i
O=C(CCS(=O)(=O)c1ccc(Br)cc1)Nc1ccc2c(c1)OCO2,i,i
CCCCCn1c(NC(=O)c2ccco2)c(S(=O)(=O)c2ccc(C)cc2)c2nc3ccccc3nc21,i,i
CCc1ccccc1NC(=O)COc1ccc2oc(-c3ccc(OC)cc3)cc(=O)c2c1,i,i
COc1cc(CNc2nc(C)c([N+](=O)[O-])c(C)c2C#N)cc(OC)c1OC,i,i
CC(=O)Nc1cccc(N(C)S(C)(=O)=O)c1,i,i
CCOc1ccccc1NC(=O)c1cccc(N2C(=O)CCC2=O)c1,i,i
COCCn1nnnc1CN(Cc1cc2cc(OC)c(OC)cc2[nH]c1=O)C1CCCC1,i,i
Cc1cccc(-c2onc3ccc(C(=O)/C=C/N(C)C)cc23)c1,i,i
COc1ccccc1C(=O)NC(=O)COC(=O)C1CCC1,i,i
COc1ccc(-c2cc(C#N)nc(N3CCN(c4ccccc4)CC3)n2)cc1,i,i
Cc1cccnc1NC(=S)NC(=O)c1cncc(Br)c1,i,i
O=c1c2ccccc2cnn1Cc1n[nH]c(=S)n1-c1ccccc1Cl,i,i
COc1ccc2cc(Br)ccc2c1CC(=O)NC(C)(C)C,i,i
COc1ccc(S(=O)(=O)N2CCCC(C(F)(F)F)C2)cc1 (stereo not given),i,i
FC(F)(F)c1ccc(/C=N/N2CCN(Cc3cccc4ccccc34)CC2)cc1,i,i
CC(C)(C)C(=O)Nc1nc(NC(=O)C(C)(C)C)nc(-c2ccccc2Cl)n1,i,i
COc1ccccc1CCC(=O)Nc1ccc(S(=O)(=O)Nc2cc(C)nc(C)n2)cc1,i,i
CN(C)S(=O)(=O)N1CCc2ccc(NC(=O)c3ccccc3Cl)cc2C1,i,i
CC(=O)Oc1ccc(-c2cccc(C(=O)NCCCO)c2)cc1,i,i

# Going on with the list:
SMILES,CHT PAM,CHT block
Cn1c(=O)n(CCc2ccccc2)c(=O)c2c1nc1n2CCCN1CCc1ccccc1,i,i
O=C1C=C(c2ccccc2)CC(c2cccs2)C1n1cnc([N+](=O)[O-])c1 (stereo not given),i,i
CC(=O)NNC(=O)CCC(=O)Nc1ccccc1,i,i
O=C1CN(C(=O)CSc2nnnn2-c2ccc(Cl)cc2)c2ccccc2N1,i,i
Fc1ccc(NC(=S)N2CCCC2)cc1,i,i
COCCn1c(=NC(=O)c2ccc3c(c2)OCCO3)sc2cc(S(N)(=O)=O)ccc21,i,i
Cc1nc2c3ccccc3n(CC#N)c(=O)n2n1,i,i
CCCP(=O)(CC(=O)O)c1ccccc1 (stereo not given),i,i
Clc1ccc(NCc2nnc3n2CCCCC3)cc1,i,i
COc1ccc(-c2cc(-c3ccccc3)nc(-c3ccc4c(c3)NC(=O)CO4)c2)cc1,i,i
O=c1[nH]c(=O)c2nc3ccccc3nc2[nH]1,i,i
CC(=O)c1cc2c(cc1NC(=O)CN1CCCCCCC1)OCO2,i,i

# 2 entries from above, set out differently.
Fc1ccc(NC(=S)N2CCCC2)cc1
  CHT PAM: i
  CHT block: i
COCCn1c(=NC(=O)c2ccc3c(c2)OCCO3)sc2cc(S(N)(=O)=O)ccc21
  CHT PAM: i
  CHT block: i

# Continuation:
SMILES,CHT PAM,CHT block
O=C(NCCOc1ccccc1F)Nc1ccc(Br)cc1,i,i
Cc1oc(-c2ccccc2Cl)nc1CS(=O)(=O)CC(=O)NC1CCCC1,i,i
C/C(N)=C(/C#N)C(=O)CSc1nc2ccc(C)cc2[nH]1,i,i
COc1ccc(C(=O)CSc2ccc3nnc(-c4cccnc4)n3n2)cc1,i,i
COC(=O)c1ccc(NC(=O)c2snnc2-c2ccccc2)cc1,i,i
Cc1cccc(C)c1NC(=O)CCCCCC1NC(=O)NC1C (stereo not given),i,i
COc1cc(CN2CCNC(=O)C2CC(=O)N2CCCO2)cc(OC)c1 (stereo not given),i,i
O=C(COc1ccc(NC(=O)c2ccccc2)cc1)c1ccccc1,i,i
O=C(CCCCCBr)N1CCC(CC2CC(c3ccc(Cl)cc3)=NO2)(C(=O)NCC2CCCCC2)CC1 (stereo not given),i,i
Cc1ccc(-n2c(Cl)c(Cl)[nH]c(=O)c2=O)cc1,i,i
Cc1c(-c2cc(C(=O)O)c3ccccc3n2)cnn1C,i,i
CNC(=O)c1c(NC(=O)c2nc3ccccc3s2)sc2c1CCC2,i,i

# CHT block: entries above that show a hit
canonical_smiles	CHT block
CCOC(=O)c1c(C)n(C)c2ccc(O)c(CN3CCC(C)CC3)c12	-14*
COc1ccccc1NC(=O)C1CCCN(c2nc(C)cc(C)n2)C1 (stereo not given)	-5.7*
COc1cc(CCC(=O)OCC(=O)NCc2ccc(Cl)cc2)cc(OC)c1OC	-6.5*
